# Screens (PubChem)
# M17LAP inhibition – P. falciparum M17LAP inhibitors, primary screen, biochemical, fluorogenic H-Leu-NHMec substrate, 1536-well (AID 1619) | recombinant M17LAP, H-Leu-NHMec fluorogenic kinetic assay; higher % means a stronger effect | inhibition, % at 30 µM; hits with a dose series show IC50 in µM | 220,000 tested, 0.38% active;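 active means compound inhibiting the enzyme by more than half at any dose during confirmatory dose-response retesting; inconclusive means strong single-dose inhibitors picked by rank but not retested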;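 further: plate controls were full reaction with DMSO carrier for no effect and no enzyme background for full effect; strong numbers were not always called active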
# TNAP activation fold – stimulation of alkaline phosphatase TNAP activity – biochemical, luminescent, no phosphate acceptor, uHTS, primary screen (AID 1001); activation fold at 20 µM; hits with a dose series show EC50 in µM; 200,000 tested, 0.03% active; purified TNAP, luminescent activation assay, no phosphate acceptor; higher activation fold means a stronger effect; in the data active means activation fold from about 3, or a potency from the dose series; inactive means the rest, 99 in 100 with activation fold below about 1.6; further: many of its hits are not listed in these tables
# West Nile virus CPE – West Nile virus antiviral activity, cell-based, CPE readout (AID 1621). one-dose CPE inhibition, % at 10 µM; IC50 in µM for titrated hits. 290,000 tested, 0.02% active. West Nile virus-infected cells, CPE inhibition; higher % means a stronger effect; in the data active means a potency from the dose series; inconclusive means CPE inhibition mostly from about 3.7% at the one dose, without a potency; inactive means the rest, 99 in 100 with CPE inhibition below about 2.2%; further: strong numbers were not always called active
# RSV CPE inhibition – RSV antiviral activity via CPE protection, HEp-2 cells, primary 10 µM value included (AID 2391); 310,000 tested, 0.13% active; HEp-2 cells, RSV-induced CPE inhibition; higher % means a stronger effect; CPE inhibition, % at 10 µM, or IC50 in µM where a hit was titrated; in the data active means a potency from the dose series; inconclusive means CPE inhibition mostly from about 23% at the one dose, without a potency; inactive means the rest, 99 in 100 with CPE inhibition below about 21%; further: strong numbers were not always called active
# T cell modulator – T cell immune modulators affecting CD8 T cell-vesicle binding | calls only at 7 µM | 2C CD8+ T cell-vesicle binding, flow cytometry; hits give low values | 330,000 tested, 0.068% active;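 active means response, share of CD8 T cells binding vesicles, and their 90th percentile fluorescence all below set limits, cut at about 80% in these data, passing the limit was not always enough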
#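 material = purified 2C TCR transgenic mouse naive CD8+ T cells | controls = Unloaded micro-vesicles (low), QL9 vesicles with 0.7% DMSO (high) | detection = cytometric PE anti-B7-1 and Alexa647 anti-CD8 signals after 1% paraformaldehyde fixation | incubation = binding step 1.5 h, 37 °C, antibody labelling 20 min, ice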
# M1AAP inhibition – malaria alanyl aminopeptidase activity blockers – biochemical, fluorogenic H-Leu-NHMec substrate, 1536-well (AID 1445); 220,000 tested, 0.42% active; recombinant M1AAP, H-Leu-NHMec fluorogenic kinetic assay; higher % means a stronger effect; one-dose inhibition, % at 30 µM; IC50 in µM for titrated hits;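 active means primary inhibition above the hit cutoff, then over 50% inhibition at one or more dose response concentrations, cut at about 23% in these data, passing the limit was not always enough; inconclusive means conflicting primary data, or primary hits not chosen for dose response; inactive means low primary inhibition, or under 50% at every dose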;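 further: plate controls were DMSO full reaction for no effect and no enzyme background for full effect; strong numbers were not always called active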
# PMI inhibitors – MPI enzyme activity inhibition – biochemical, fluorescence intensity, coupled assay, primary screen (AID 1209). purified PMI enzyme, coupled fluorescence intensity; higher % means a stronger effect. inhibition, % at 20 µM; hits with a dose series show IC50 in µM. 190,000 tested, 0.42% active;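 further: plate controls were DMSO vehicle for no effect and wells lacking substrate for full effect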
# K1F lysis inhibition – inhibition of K1F phage lysis, E. coli UTI89, bacterial capsule biogenesis inhibitors, alamar blue (AID 488966). E. coli UTI89 K1F phage lysis, alamar blue, 2 h; higher % means a stronger effect. one-dose inhibition, % at 100 µM; IC50 in µM for titrated hits. 340,000 tested, 0.02% active;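 active means phage lysis inhibition, versus mean bacterial control, above a set limit; inconclusive means no clear call, values can overlap the other calls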;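 further: capsule biogenesis inhibitors block K1F phage lysis so surviving cells raise fluorescence; higher fluorescence means more inhibition of phage lysis; actives were called in the ten point dose series up to 300 µM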
# PMI inhibition – human PMI inhibitors, high substrate, primary screen, biochemical, fluorescence intensity, high mannose 6-phosphate (AID 1220). recombinant PMI enzyme, coupled fluorescence intensity; higher % means a stronger effect. 190,000 tested, 0.66% active. one-dose inhibition, % at 20 µM; IC50 in µM for titrated hits
# T cell modulator vesicle-bound % – further read-out of T cell modulator, marked with its call; double positive events, %; measured here: CD8+ vesicle-bound cell fraction;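 binding gate set so that unloaded-vesicle control wells show 10% double positive cells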
# * hit, by the source's call; i = inactive; u = inconclusive; x = no result given; [ ] = remark or other dose. Unless noted, no stated cut-off is given here; in the data, active means inhibition above about 50%; inactive means the rest.
SMILES,M17LAP inhibition,TNAP activation fold,West Nile virus CPE,RSV CPE inhibition,T cell modulator,T cell modulator vesicle-bound %,M1AAP inhibition,PMI inhibitors,K1F lysis inhibition,PMI inhibition
Cc1ccc(S(=O)(=O)N2CCN(C3CCC(c4ccccc4)CC3)CC2)cc1 (stereo not drawn),5.8%,1.1,x,-0.3%,i,36.9,1.0%,16.7%,x,15.9%
CC(=O)c1ccc(NC(=O)Nc2cccc(Cl)c2)cc1,6.6%,1.2,-0.5%,u,i,27.7,5.5%,10.2%,-7.8%,3.8%
Cc1c(CCOC(=O)C23CC4CC(CC(C4)C2)C3)sc[n+]1CC#N,0.6%,0.4,0.2%,0.4%,i,48.1,-0.9%,-3.8%,0.1%,1.2%
Cc1onc(-c2c(Cl)cccc2Cl)c1NC(=O)NNc1c(Cl)cncc1Cl,2.5%,x,-0.2%,0.3%,i,13.0,1.9%,x,0.7%,x
O=c1cc(Nc2ccc3c(c2)OCCO3)[nH]c(=O)n1-c1ccc(Br)cc1,1.1%,1.1,0.8%,0.9%,i,25.5,-0.6%,13.6%,0.2%,57.5%*
COc1cc(C(C#N)N2N=C(c3ccccc3)CC2c2ccccc2)ccc1O (stereo not drawn),8.9%,1,1.5%,-1.4%,i,36.9,14.9%,-1.7%,0.3%,-3.1%
COC(=O)C1C(O)=C(C=Nc2ccccc2)C(=O)CC1(C)C (stereo not drawn),23.8%,1,0.4%,4.0%,i,28.0,6.0%,-14.8%,0.0%,-8.5%
CN(C)CCNC(=S)Nc1ccc(F)c(F)c1F,5.7%,1.1,0.2%,-0.8%,i,51.9,7.6%,1.9%,0.0%,7.1%
CCCCOc1ccc(C(C)NC(=O)CCS(=O)(=O)Cc2ccccc2F)cc1 (stereo not drawn),1.0%,1.1,-0.5%,1.1%,i,50.0,-0.4%,9.3%,-2.1%,0.4%
CCc1c(C)sc(NC(=S)NC(C)C2CCCO2)c1C(=O)OC (stereo not drawn),-0.2%,1.1,-0.6%,2.5%,i,54.3,7.8%,12.1%,-0.1%,14.1%
O=C(CSc1nc2ccccc2s1)NC1CCCC1,7.8%,x,0.0%,0.5%,i,21.2,-0.2%,x,1.0%,x
Cc1ccc(NC(=O)Nc2cccnc2)cc1NC(=O)Nc1cccnc1,-1.6%,x,2.9%,u,i,45.5,7.8%,x,0.1%,x
COc1ccc(N=Cc2c(O)n(-c3cccc(C)n3)c(=O)c3ccccc23)cc1,6.4%,1,-0.1%,2.4%,i,17.0,7.8%,-4.2%,8.1%,5.7%
COCCNC(=O)Cn1c(=O)n(CCCCCC(=O)Nc2ccccc2)c(=O)c2sccc21,-10.9%,1.1,-0.5%,1.0%,i,36.1,-2.5%,14.2%,2.1%,10.4%
CCOC(=O)N1CCN(C(=O)CS(=O)Cc2nc(-c3ccc(C)cc3)oc2C)CC1 (stereo not drawn),9.5%,1.1,0.0%,1.2%,i,28.5,-6.9%,11.7%,2.2%,5.4%
O=S(=O)(c1ccc(Oc2ccc(-c3nnco3)cc2)nc1)N1CCC(Cc2ccccc2)CC1,8.0%,1,-0.1%,1.8%,i,21.7,0.7%,8.3%,0.3%,13.0%
CC(C)CN(CC(C)C)S(=O)(=O)N1CCC(C(=O)NC2CCCCCCC2)CC1,1.5%,1.1,-1.3%,0.5%,i,33.9,1.2%,4.5%,1.0%[50 µM],2.0%
O=C(NCc1ccccc1)C1CCCN(S(=O)(=O)c2cccs2)C1 (stereo not drawn),-6.7%,1.1,-0.5%,0.1%,i,13.1,7.6%,2.1%,2.0%,-2.1%
COc1ccccc1C/C(N)=N/OC(=O)c1ccc2c(c1)OCO2,23.1%,1.1,-0.2%,-0.1%,i,45.9,1.6%,0.0%,0.8%,5.9%
COCCn1nnnc1C(c1cccs1)N1CCN(c2cc(C)ccc2C)CC1 (stereo not drawn),-4.6%,1.1,-0.9%,6.0%,i,32.1,-10.2%,-4.8%,2.0%[50 µM],-26.1%
Cc1ccc(C)c(OCCCC(=O)Nc2nccs2)c1,-43.0%,1,0.3%,5.4%,i,41.0,-4.8%,11.6%,0.9%,6.5%
CCCCCNCc1cccn1C,7.4%,1.1,1.1%,-0.7%,i,21.8,1.3%,-1.6%,0.0%,-9.2%
CCc1ccc(C2CC(=O)Nc3c2c(=O)nc2c(C)cccn32)cc1 (stereo not drawn),0.0%,1.1,1.6%,-0.7%,i,26.8,5.2%,-4.8%,0.0%,3.8%
Cc1nnc(SCC(=O)Nc2ccc3c(c2)OCCO3)s1,14.1%,1.1,0.3%,0.4%,i,10.1,0.9%,-15.2%,5.1%,-3.6%

# A second format for part of the listing above:
> Cc1nnc(SCC(=O)Nc2ccc3c(c2)OCCO3)s1
  M17LAP inhibition: 14.1% | TNAP activation fold: 1.1 | West Nile virus CPE: 0.3% | RSV CPE inhibition: 0.4% | T cell modulator: i | T cell modulator vesicle-bound %: 10.1 | M1AAP inhibition: 0.9% | PMI inhibitors: -15.2% | K1F lysis inhibition: 5.1% | PMI inhibition: -3.6%

> O=S(=O)(c1ccc(Oc2ccc(-c3nnco3)cc2)nc1)N1CCC(Cc2ccccc2)CC1
  M17LAP inhibition: 8.0% | TNAP activation fold: 1 | West Nile virus CPE: -0.1% | RSV CPE inhibition: 1.8% | T cell modulator: i | T cell modulator vesicle-bound %: 21.7 | M1AAP inhibition: 0.7% | PMI inhibitors: 8.3% | K1F lysis inhibition: 0.3% | PMI inhibition: 13.0%

# New compounds follow:
SMILES,M17LAP inhibition,TNAP activation fold,West Nile virus CPE,RSV CPE inhibition,T cell modulator,T cell modulator vesicle-bound %,M1AAP inhibition,PMI inhibitors,K1F lysis inhibition,PMI inhibition
Cc1ccc2cc(CCNC(=O)c3ccco3)c(=O)[nH]c2c1,-5.2%,1,0.1%,2.1%,i,27.5,-0.7%,-9.6%,4.3%[50 µM],-7.5%
CCOC(=O)/C(=C/c1cn(C)c2ccccc12)NC(=O)c1ccccc1,6.3%,x,-0.9%,2.0%,i,55.6,17.8%,x,0.4%,x
CC/C(=C\c1oc2cc3ccccc3cc2[n+]1CC)Nc1ccccc1,4.2%,1,-0.5%,14.3%,i,34.4,12.4%,-20.4%,0.3%,20.8%
COc1cc(C(C)=O)ccc1COc1ccc(C(=O)OC(C)C(=O)NC(N)=O)cc1OC (stereo not drawn),4.5%,1.2,0.4%,2.6%,i,24.5,7.0%,15.8%,1.9%,16.7%
COC(=O)c1sc(NC(=O)COc2ccc(OC)cc2)nc1C,x,x,-0.2%,4.4%,i,40.6,x,x,-0.5%,x
Cn1c(=O)c2c(nc(CN3CCCCC3)n2CCCc2ccccc2)n(C)c1=O,x,x,0.0%,1.1%,i,38.2,x,x,-0.5%,x
CCOc1ccccc1CNC(=O)c1c([N+](=O)[O-])c(C)nn1C,-4.5%,1.1,0.8%,0.2%,i,4.3,4.5%,4.7%,1.7%[50 µM],9.2%
CC(C)Oc1cccc(C(=O)Nc2ccc(N3CCN(S(C)(=O)=O)CC3)cc2)c1,11.1%,1.1,-0.3%,-0.1%,i,34.1,5.7%,2.4%,0.3%,2.0%
COc1ccccc1C(=O)Nc1cccc(-c2cn3ccsc3n2)c1,16.3%,1.1,1.5%,x,x,x,4.5%,8.8%,x,4.4%
COc1ccccc1OCc1nnc(SCCN2CCOCC2)o1,0.9%,1.1,-0.1%,3.6%,i,12.3,-2.7%,20.0%,-0.3%,9.8%
O=C(/C=C/c1ccccc1)Nc1nnc(-c2ccco2)o1,9.2%,1.2,0.0%,1.5%,i,45.4,7.3%,5.6%,0.2%,4.1%
O=C(CSc1nnc(COc2ccccc2Cl)o1)NC(=O)NC1CCCC1,6.3%,1.1,-0.2%,1.4%,i,4.1,8.1%,13.5%,6.2%,9.3%
CN(Cc1ccccc1)C(=O)CSc1nnc(-c2ccco2)n1-c1ccccc1,2.1%,1.1,1.3%,-0.7%,x,x,-3.1%,-6.1%,0.6%,-2.2%
O=C(CSc1ccc(-c2ccccn2)nn1)N1CCc2ccccc21,21.4%,1.1,0.6%,-2.3%,i,28.8,6.3%,-21.2%,0.3%,-32.8%
CCCc1nnc(NC(=O)Cn2cnc3ccccc3c2=O)s1,9.9%,1.1,0.3%,-1.1%,i,59.6,8.3%,10.3%,0.3%,8.6%
Nc1ncc2c(n1)CC(c1ccco1)CC2=O (stereo not drawn),-14.8%,1.1,-0.1%,1.2%,i,11.6,17.1%,10.9%,-2.1%,12.2%
COc1ccc(CNC(=O)CNC(=O)[C@@H]2Cc3ccccc3CN2)cc1,x,x,-0.1%,1.4%,i,15.8,x,x,-0.1%,x
Cc1ccc(C(c2nnnn2C(C)(C)C)N2CCN(C3CCCC3)CC2)cc1 (stereo not drawn),-7.5%,1.1,-0.5%,-0.6%,i,19.6,9.5%,11.4%,-0.1%,3.6%
CCOc1ccc(N2Cc3ccccc3C2)cc1,x,1,-0.1%,-0.3%,i,40.6,x,-36.4%,7.8%,-18.1%
O=Cc1cn(CC(=O)N2CCc3ccccc32)c2ccccc12,0.7%,1.1,1.2%,0.5%,i,54.8,2.9%,-7.6%,0.1%,0.2%
O=C(NC1CCCC1)c1cc2nc(-c3ccco3)cc(C(F)(F)F)n2n1,x,x,-0.4%,0.7%,i,20.4,x,x,0.0%,x
COc1cc(/C=C/C(=O)OCC(=O)N(C)C2CCS(=O)(=O)C2)ccc1OC(F)F (stereo not drawn),x,x,-0.3%,1.2%,i,7.0,x,x,0.0%,x
COC(=O)/C(=N/Nc1ccccc1)N1CCCc2ccccc21,13.3%,1,-1.0%,13.8%,i,44.9,5.7%,-18.4%,0.3%,-25.8%
Cc1nc2cc(-c3ccccc3)ccc2o1,16.0%,1.1,0.7%,2.8%,i,14.9,-0.5%,-2.2%,0.9%,-7.8%
COc1ccc(CNC(=O)CCC(=O)N2CCN(C(C)=O)CC2)cc1,x,x,0.6%,1.4%,i,25.9,x,x,-0.1%,x
COc1ccc(OC)c(NC(=O)CCN2CCN(c3ccccc3F)CC2)c1,6.4%,1.1,-0.1%,5.0%,i,51.0,5.5%,-6.2%,5.0%,-4.7%
COc1ccc(CCNC(=O)CCSc2nc(-c3ccco3)cc(C(F)(F)F)n2)cc1,2.7%,1.1,-0.7%,0.4%,i,34.7,10.9%,-7.0%,-0.7%,-0.5%
O=C1COc2ccc(S(=O)(=O)N3CCC(C(=O)NCc4ccccc4)CC3)cc2N1,x,x,0.8%,-0.3%,i,42.5,x,x,0.4%,x
C=CCSc1nc2ccccc2n1C(=O)/C=C/c1cc(OC)c(OC)c(OC)c1,-9.9%,1,x,-2.8%,i,20.6,3.1%,16.4%,5.7%,15.3%
